# Screens: PubChem, several laboratories
# HCV core dimer = inhibitors of HCV core protein dimerization, primary screen, biochemical, TR-FRET, high-throughput; AID 1899, 2009; inhibition, % at 5 µM; 300,000 compounds, 0.33% hits; TR-FRET GST/Flag-core106 dimerization, 1536-well;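 active means inhibition above the mean of all tested compounds plus 3 SD, set per screening campaign, cut at about 45% in these data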
#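 Assay system – GST-tagged and Flag-tagged HCV core protein residues 1-106 · Quantity – core106 proteins, GST 13.5 nM and Flag 17 nM · Benchmarks – unlabelled core106 and no-GST-core106 wells · Read-out basis – percent inhibition of core106 dimerization signal · Detection – time-resolved FRET, ex 340 nm, em 617 and 671 nm · Schedule – 4 h at 22.5 °C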
# TPT1 inhibitor = Candida albicans TPT1 enzyme inhibitors, primary screen, biochemical, fluorescence polarization; tRNA 2'-phosphotransferase TPT1 (Candida albicans SC5314); recombinant caTPT1, FP RNA substrate dephosphorylation; inhibition, % at 5 µM; 300,000 compounds, 0.81% hits;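 active means inhibition above the mean of all tested compounds plus 3 SD, set per screening campaign, cut at about 24% in these data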;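 further: plate controls were DMSO alone for no effect and ferristatin control at 100 nM for full effect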
# PREPL inhibitor = PREPL enzyme inhibitors, primary screen, biochemical, fluorescence polarization. 320,000 compounds, 0.68% hits. recombinant PREPL, fluorescence polarization activity-based probe. inhibition, % at 5.96 µM; in the data active means inhibition above about 43%;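 further: 0% = enzyme with DMSO and 100% = wells lacking enzyme; many of its hits are not listed in these tables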
# Efflux pump mplx = inhibitors of Candida efflux pumps in yeast, primary screen, S. cerevisiae, Nile Red, multiplex; S. cerevisiae Candida pump triplex; inhibition, % at 10 µM; 330,000 compounds, 0.44% hits;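 active means plate passing quality check with inhibition over a set limit, or well fluorescence over plate mean plus 4 SD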;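 further: Nile Red retained in pooled yeast measured as flow cytometry median fluorescence; 0% = buffer negative control and 100% = Enniatin B positive control; higher means more Nile Red kept so more efflux inhibition; some compounds called inactive have numbers as strong as hits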
# EBNA-1 inh = EBNA-1 DNA-binding inhibitors, primary screen, biochemical, fluorescence polarization; 300,000 compounds, 0.34% hits; inhibition, % at 14.8 µM; in the data active means inhibition above about 28%
# PP1 inh = PP1-alpha phosphatase inhibitors, primary screen, counter-screen for PP5 inhibitor project, biochemical, fluorescence, OMFP substrate, single point; AID 2235, 2010; Serine/threonine-protein phosphatase PP1-alpha catalytic subunit (Homo sapiens), P62136; 320,000 compounds, 0.9% hits; inhibition, % at 6.7 µM; purified PP1alpha;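 active means inhibition above the mean inhibition of all tested compounds plus 3 SD, computed separately for each screening campaign, cut at about 15% in these data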
# ZTA counter = blocks Epstein-Barr virus ZTA, an EBNA-1 counter-screen; P03206; ZTA-DNA binding, fluorescence polarization; inhibition, % at 11 µM; 320,000 compounds, 0.15% hits; in the data active means inhibition above about 33%
# Target sequence (P03206 whole entry, looked up): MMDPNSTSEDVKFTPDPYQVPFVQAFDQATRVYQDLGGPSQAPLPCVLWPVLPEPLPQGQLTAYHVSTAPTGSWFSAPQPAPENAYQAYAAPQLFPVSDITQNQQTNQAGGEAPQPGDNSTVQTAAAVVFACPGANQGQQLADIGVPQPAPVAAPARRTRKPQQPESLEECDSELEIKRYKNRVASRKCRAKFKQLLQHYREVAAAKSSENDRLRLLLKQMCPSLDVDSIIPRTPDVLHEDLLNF
# PP5 inh = PP5 phosphatase inhibitors, primary screen, biochemical, fluorescence | Serine/threonine-protein phosphatase 5 (Homo sapiens), P53041 | purified PP5c, OMFP substrate fluorescence | inhibition, % at 6.7 µM | 320,000 compounds, 0.18% hits;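 active means inhibition above the campaign's mean inhibition across all tested compounds plus 3 SD, cut at about 9.5% in these data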;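 further: 0% = DMSO only and 100% = 100 µM cantharidin control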
# Target sequence (P53041 whole entry, looked up): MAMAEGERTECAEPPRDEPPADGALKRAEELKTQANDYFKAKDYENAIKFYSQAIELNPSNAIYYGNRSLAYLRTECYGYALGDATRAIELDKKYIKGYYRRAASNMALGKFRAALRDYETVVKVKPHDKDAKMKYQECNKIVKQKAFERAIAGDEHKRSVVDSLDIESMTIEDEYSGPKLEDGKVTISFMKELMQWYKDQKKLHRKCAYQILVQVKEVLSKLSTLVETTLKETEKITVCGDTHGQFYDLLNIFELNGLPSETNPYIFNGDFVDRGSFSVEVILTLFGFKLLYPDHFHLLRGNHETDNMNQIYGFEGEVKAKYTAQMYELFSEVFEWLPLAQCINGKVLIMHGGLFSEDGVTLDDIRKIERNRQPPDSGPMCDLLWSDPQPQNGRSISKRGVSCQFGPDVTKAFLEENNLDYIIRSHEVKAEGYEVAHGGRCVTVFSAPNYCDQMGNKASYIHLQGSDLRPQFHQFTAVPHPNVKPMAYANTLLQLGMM
# Fh CTSL1 inh = Fasciola hepatica cathepsin L1 inhibitors, primary screen, counter-screen for PFM18AAP inhibitor project, biochemical, QFRET, fluorogenic peptide substrate; 300,000 compounds, 0.49% hits; inhibition, % at 5.96 µM; recombinant F. hepatica cathepsin L1, Z-Leu-Arg-MCA fluorescence; AID 1906, 2009;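 active means inhibition above the mean of all tested compounds plus 3 SD, set per screening campaign, cut at about 17% in these data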;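 further: 0% = plate median of test compound wells and 100% = 1 µM Z-Phe-Ala-diazomethylketone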
# Active calls of the source: *; . = not tested or not shown; + = active, no number; & = joins results of further samples. An excerpt; count on the stated rates, not on these rows.
SMILES,HCV core dimer,TPT1 inhibitor,PREPL inhibitor,Efflux pump mplx,EBNA-1 inh,PP1 inh,ZTA counter,PP5 inh,Fh CTSL1 inh
CCN(CC)CCN1Cc2ccccc2C1=N,1,-16,-23,0.1,-9,2,-9,5.3,-3
C/C(=N\Nc1ccccc1)c1c(O)n(C)c(=O)n(C)c1=O,-13,-1,-4,-0.2,-20,3,-25,-5.7,3
COc1ccc(C(=O)N2CCCC2=O)cc1,-6,0,1,0.0,5,-6,9,0.5,8
CC(C)OCC(O)CN1CC2C[C@@H](C1)Cn1c2cccc1=O (some centres undefined),4,-2,-3,-0.2,0,0,7,2.8,-2
CN1/C(=C\C=C\C2=[N+](C)c3ccc4ccccc4c3C2(C)C)C(C)(C)c2ccccc21,-22,-71,-233,106*,101*,36*,+,12*,4
COC(=O)C1=C(c2ccc(-c3ccccc3)c(F)c2)C[C@@H]2CC[C@H]1N2C(=O)NCc1cc(C)oc1C(F)(F)F,.,.,-1,0.2,.,14,-5,4.3,.
CCOc1cc(C2NCc3ccccc3-n3cccc32)ccc1O (centres undefined),1,-4,-83,0.0,-1,-1,-3,3.8,0
O=c1c2ccccc2nc(CN2CCOCC2)n1-c1ccccc1F,-4,2,-4,0.1,5,-2,-4,0.3,-2
O=c1c2cc(Cl)cc(Cl)c2nc(CN2CCOCC2)n1-c1ccccc1F,8,-2,-5,0.1,2,-2,7,-0.1,-1
Cc1ccc(N)c(C(=O)c2ccc(Br)cc2)c1,-2,-1,10,0.3,5,3,-10,2.8,-3
Cc1ccnc(-n2c(C)cc(C=C3C(=O)N(C)C(=S)N(C)C3=O)c2C)c1,23,52*,-8,0.1,2,-6,-3,0.1,-1
Cc1ccccc1-c1nc(CS(=O)CC(=O)N2CCC3(CC2)OCCO3)c(C)o1 (centres undefined),2,6,14,-0.2,-7,4,-6,3.8,-9
O=Cc1c(C(=O)O)n(Cc2ccc(Cl)cc2)c2ccccc12,6,77*,-13,-0.4,-11,0,-8,4.0,0
CCN1CCN(c2ncnc3ccc(Br)cc23)CC1,-4,-2,3,0.0,1,-1,6,3.0,0
Cc1nn(Cc2c(Cl)cccc2Cl)c(Cl)c1C(=O)O,-3,2,-4,-0.1,-13,0,16,1.2,-3
COc1ccc(/C=C/C(=O)NC(=S)N2C[C@H]3C[C@H](C2)c2cccc(=O)n2C3)cc1OC,-14,-3,9,0.1,-17,-1,-19,2.8,2
Cc1cccc(CN2CCN(C(=O)Cc3ccccc3)CC2)c1,1,-2,12,-0.1,-9,-4,-14,1.9,-1
CCOC(=O)C1=C(N)OC(C)=C(C(=O)OCCOC)C12C(=O)Nc1ccccc12 (centres undefined),-3,0,1,-0.1,-3,0,-10,-0.6,-3
O=C(Nc1ccc(Cl)cc1)N1CC2CC(C1)c1cccc(=O)n1C2 (centres undefined),3,3,5,-0.1,11,-3,-1,0.1,0
COc1ccc(-c2nn(CCC#N)cc2C(=O)Nc2ccc(C(C)=O)cc2)cc1,-7,-1,11,-0.1,7,1,7,-1.3,1
CC[n+]1c(SC)ccc2cc(OC)ccc21,-3,-1,-1,-7.4,-1,-2,3,0.4,-1
O=c1[nH]c2ccccc2c(=O)n1-c1cccc(Cl)c1,-2,-1,-1,0.0,2,-2,12,1.1,-1
CN1c2ccc([N+](=O)[O-])cc2CC2(C(=O)NC(=O)NC2=O)C1c1ccccc1 (centres undefined),-5,2,4,0.1,5,-3,1,1.1,2
CC(=O)OCC[N+](C)(C)C,13&1&12,2&-1&2,-6&1&0,-0.1&0.0&0.0,3&7&6,-2&-4&1,12&21&16,-0.9&-0.3&1.3,0&-1&0
O=C(Cn1cc(C(=O)c2ccccc2F)c2ccccc21)NC1CC1,-3,1,3,0.2,-16,-2,-2,1.6,3
CN1C[C@H](CO)C[C@@H]2c3cccc4[nH]cc(c34)C[C@H]21,-23,-2,10,0.2,-12,-11,2,0.9,9
Cc1ccc(Cl)cc1-n1c(O)c(C=NCCCN2CCOCC2)c(=O)[nH]c1=O,-5,-2,0,-0.1,3,-3,17,-1.7,-2
CCC(=NCCCN(CC)CC)c1c(O)n(C2CCCCC2)c(=O)[nH]c1=O,1,-1,8,-0.1,4,3,12,-0.3,0
CCC(CO)NC(=O)C1C=C2c3cccc4[nH]cc(c34)CC2N(C)C1 (centres undefined),3,-12,31,0.0,0,1,11,-1.1,1
C=CCN1C(=O)NC(=O)C(Cc2ccc(OC)c(OC)c2)C1=O (centres undefined),9,-1,0,-0.1,4,-2,10,-0.1,-6
CC(C)CCC1(CN2CCCC2=O)C(=O)NC(=O)NC1=O,-2,-4,-5,0.0,-4,-3,1,-1.2,-3
Clc1ccc2c(c1)C(OC1CN3CCC1CC3)c1ccccc1CS2 (centres undefined),-9,-1,7,-0.3,-6,-2,-22,1.8,-1
CC1(C)CN=C(Nc2ccc(F)c(F)c2)S1,5,2,-1,0.1,6,-4,3,0.9,-3
COc1ccccc1N1CCN(Cc2cnc(-c3ccccc3)[nH]2)CC1,-2,2,-5,0.0,1,-3,-7,-0.3,0
CCc1ccc(NC(=O)C(C)OC(=O)c2c(C)nn(Cc3ccccc3)c2Cl)cc1 (centres undefined),1,-3,-7,0.0,3,-1,8,1.0,1
Cc1cccc(C)c1NC(=O)c1cccn(Cc2ccc3c(c2)OC(F)(F)O3)c1=O,2,3,32,0.0,-9,1,-1,4.0,0
CCCCC/C(=N\O)c1c[nH]c2ccccc12,2,0,-58,0.2,4,2,4,3.1,2
Cc1[nH]c2c(Cl)cccc2c1CCN,-1,0,3,0.0,7,-4,24,-2.4,0
ON1C2CCCCC2N(O)C1c1ccccc1F (centres undefined),-2,1,0,0.2,-5,-1,-14,1.3,4
O=C(c1ccc2c(c1)N(Cc1ccc(F)cc1)CCS2)N1CCC2(CC1)OCCO2,15,-3,67*,0.0,-5,4,2,-0.7,1
N[C@@]1(C(=O)O)CC[C@@H](C(=O)O)C1,-6,-1,-1,-0.1,-9,0,-1,2.3,5
CCCCn1c(O)c(C(C)=NCc2cc(OC)cc(OC)c2)c(=O)[nH]c1=O,6,10,16,-0.1,6,1,15,0.6,5
Cc1ccc(N2C(=O)NC(=O)/C(=C/C=C/c3ccco3)C2=O)cc1,4,28*,14,-1.5,8,1,8,0.8,4
COc1cc2c(cc1OC)CN(c1ccc([N+](=O)[O-])c(C(F)(F)F)c1)CC2,-3,-2,25,-0.1,-11,9,-25,5.0,13
Cc1cccc(N2C(=O)NC(=O)/C(=C\C=C\c3ccco3)C2=O)c1,-6,25*,-12,-0.1,8,3,10,0.7,0
C=Cn1ccnc1P(=S)(c1c(C)nn(-c2ccccc2)c1C)c1nccn1C=C,-5,2,3,0.0,-1,-6,4,-1.7,4
CCC(=NCc1cccnc1)c1c(O)n(-c2ccccc2)c(=O)[nH]c1=O,-2,-2,12,-0.1,5,-4,-6,0.5,0
CCOC(=O)C1CCN(C(C)C(=O)c2c(C)[nH]c3cc(C)ccc23)CC1 (centres undefined),-3,6,5,-0.1,0,-3,-12,-0.6,0
COc1ccc2[nH]cc(CCN=C(N)N)c2c1,-4,-3,-2,0.1,-10,1,-8,4.5,-2
N=c1sc2c(n1Cc1ccccc1)CCCC2,0,-2,27,0.1,-3,-1,6,2.4,-2
Brc1ccc2[nH]cc(/C=N/N3CCCCC3)c2c1,-4,-1,-2,-0.1,-2,-1,-18,3.8,16
CC12CN3CCN(CC(C3)/C1=N/NC(N)=O)C2,-2,-3,-5,0.0,6,0,1,2.7,-5
CC1=C[C@@H]2c3cccc4[nH]cc(c34)C[C@H]2N(C)C1,-6,-51,58*,0.2,3,4,-2,2.4,3
CC(=NCc1ccco1)c1c(O)n(-c2ccccc2)c(=O)[nH]c1=O,-3,-1,-6,0.1,12,4,2,-0.7,-2
COC(=O)C1=C(c2ccc(S(C)(=O)=O)cc2)C[C@@H]2CC[C@H]1N2C(=O)NC1CCCCC1,6,-2,-7,-0.1,7,5,16,-1.4,-4
CCOc1ccc(C2C(C#N)=C(N)Oc3c2c(=O)oc2ccccc32)cc1 (centres undefined),3,1,3,-0.1,5,0,18,2.1,8
O=C(c1ccccc1F)c1cn(CC(=O)N2CCCC2)c2ccccc12,5,-2,10,0.1,-5,0,0,0.5,3
O=C1CN(O)C(c2ccccc2)=c2cc(Br)ccc2=N1,-7,1,-1,0.0,-2,1,0,-0.9,3
COc1ccc(OCC(=O)N2CCN(Cc3ccc(SC)cc3)CC2)cc1,-1,-3,11,0.3,-24,2,-14,0.6,-1
